IDE act: human IDE activators in live cells, primary screen, fluorescence polarization, HEK cells, FAbeta-B substrate. activation, % at 5.96 µM. FAbeta-B cleavage; 0% vehicle, 100% cell-free pure enzyme wells. Insulin-degrading enzyme (Homo sapiens), P14735. AID 493087, 2011. actives 0.073% (n = 340,000);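 active = activation above the mean of all tested compounds plus 3 SD, set per screening campaign, cut at about 17% in these data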
Target sequence (P14735 whole entry, looked up): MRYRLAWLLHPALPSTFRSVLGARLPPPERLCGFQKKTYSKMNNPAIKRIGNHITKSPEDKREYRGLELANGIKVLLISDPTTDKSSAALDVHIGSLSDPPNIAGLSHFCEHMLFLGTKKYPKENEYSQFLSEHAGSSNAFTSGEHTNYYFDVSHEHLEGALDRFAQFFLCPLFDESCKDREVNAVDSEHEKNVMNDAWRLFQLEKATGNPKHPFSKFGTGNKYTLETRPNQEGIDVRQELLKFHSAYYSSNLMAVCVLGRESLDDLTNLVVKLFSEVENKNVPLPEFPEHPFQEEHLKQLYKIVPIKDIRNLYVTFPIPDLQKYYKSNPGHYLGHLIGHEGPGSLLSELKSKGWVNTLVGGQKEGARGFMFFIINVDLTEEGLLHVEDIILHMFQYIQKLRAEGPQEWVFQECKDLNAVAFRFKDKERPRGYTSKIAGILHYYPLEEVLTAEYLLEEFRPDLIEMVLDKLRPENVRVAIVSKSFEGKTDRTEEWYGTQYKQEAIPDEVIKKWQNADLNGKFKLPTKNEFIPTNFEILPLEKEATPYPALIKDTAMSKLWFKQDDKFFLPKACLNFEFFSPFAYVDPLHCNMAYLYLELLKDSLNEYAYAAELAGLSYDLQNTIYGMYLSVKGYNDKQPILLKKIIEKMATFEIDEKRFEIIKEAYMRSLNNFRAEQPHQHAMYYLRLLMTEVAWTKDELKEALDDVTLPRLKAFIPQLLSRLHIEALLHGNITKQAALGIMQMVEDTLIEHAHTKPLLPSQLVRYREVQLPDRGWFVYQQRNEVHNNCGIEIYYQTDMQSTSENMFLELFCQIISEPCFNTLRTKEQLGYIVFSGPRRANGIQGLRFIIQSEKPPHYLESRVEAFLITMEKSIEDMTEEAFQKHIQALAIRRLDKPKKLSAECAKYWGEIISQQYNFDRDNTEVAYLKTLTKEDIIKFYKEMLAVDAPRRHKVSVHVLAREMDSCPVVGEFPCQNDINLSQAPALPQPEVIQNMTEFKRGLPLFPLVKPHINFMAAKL
IDE inh: human IDE inhibitors in live cells, primary screen, fluorescence polarization, HEK cells, FAbetaB substrate | Insulin-degrading enzyme (Homo sapiens), P14735 | FAbetaB cleavage | inhibition, % at 5.59 µM | actives 0.41% (n = 320,000);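 active = percent inhibition above the average of all tested compounds plus 3 SD, set per screening campaign, cut at about 16% in these data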;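 also: IDE supplied by intact live HEK cells; FP after avidin binding of uncleaved biotin substrate so inhibition keeps polarization high; 0% = DMSO wells and 100% = 60 µM reference IDE inhibitor Ii1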
CRFBP-R2 block: antagonists of CRF-BP/CRF-R2 complex, primary screen, cell-based, HEK293, calcium dye fluorescence, uHTS; CRF-induced calcium fluorescence; inhibition, % at 11.8 µM; actives 0.59% (n = 350,000); AID 588475, 2011;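 active = inhibition of the ligand-induced calcium signal above about 50% at the single tested concentration, limit read from the data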
VIM-2 inhibitor: VIM-2 metallo-beta-lactamase inhibitors, primary screen, biochemical, epi-absorbance readout, Pseudomonas aeruginosa enzyme; purified VIM-2, nitrocefin hydrolysis, epi-absorbance fluorescence; inhibition, % at 5.6 µM; actives 0.89% (n = 290,000);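 active = inhibition above the mean of all tested compounds plus 3 SD, cutoff set per screening run, cut at about 7.5% in these data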;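 also: red hydrolysis product quenches plate fluorescence so inhibitors raise well fluorescence; 0% = enzyme with DMSO and 100% = DMSO without enzyme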
pCIP destab: p/CIP-EGFP fusion destabilizers, primary screen, fluorescence, F442A cells; 16 h; decrease of EGFP signal, % at 10 µM; actives 0.01% (n = 290,000);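 active = EGFP signal decrease of at least 30% at 10 µM or well 3 SD below plate mean, unless failing retest; inactive = the rest, including hits failing retest or dose response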; also: some compounds called inactive have numbers as strong as hits; many of its hits are not listed in these tables
NS3 helicase inh: inhibitors of HCV NS3 helicase, primary screen, biochemical, Cy5 molecular beacon fluorescence; Hepatitis C virus NS3 helicase; NS3 helicase DNA unwinding; inhibition, % at 10.9 µM; actives 0.56% (n = 290,000);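 active = inhibition above the mean of all tested compounds plus 3 SD, set per campaign, cut at about 35% in these data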;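 also: 0% = DMSO wells and 100% = thioflavine S control wells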
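System: NS3 helicase fragment of HCV / Schedule: 1 h at 25 °C / Control set: DMSO alone as 0% and 110 µM thioflavine S as 100% / Reagent: Cy5/quencher beacon DNA duplex and ATP to start / Technique: Cy5 fluorescence / Replication: singlicate / Evaluation: % inhibition of end-to-start signal ratio versus controls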
GalR3 antagonist: GalR3 antagonists in HEK293 cells, primary screen, cell-based, fluorescence readout. Galanin receptor type 3 (Homo sapiens), O60755. HEK293 GalR3-CNG cAMP membrane potential fluorescence; galR3 body fused to GalR1 C-terminus. inhibition, % at 3 µM. actives 0.44% (n = 360,000);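 active = inhibition above the screen-wide average plus 3 SD, cut at about 13% in these data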;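 also: forskolin and galanin both at EC90 stimulate the cells; cAMP rise reported by CNG channel membrane potential dye signal; 0% = forskolin plus galanin with DMSO and 100% = forskolin alone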
SUMO HTRF inh: inhibitors of in vitro SUMOylation cascade, primary screen, biochemical, HTRF, uHTS; SUMO-conjugating enzyme UBC9 (Homo sapiens), P63279; HTRF SUMOylation assay, SAE1/SAE2 + UBC9; inhibition, % at 35 µM; actives 0.36% (n = 290,000); in the data active = inhibition above about 50%, passing the limit was not always enough; also: strong numbers were not always called active
IMP-1 inh: IMP-1 metallo-beta-lactamase inhibitors, primary screen, biochemical, epi-absorbance readout, Pseudomonas aeruginosa enzyme. purified IMP-1, nitrocefin hydrolysis, epi-absorbance fluorescence. inhibition, % at 5.6 µM. actives 0.45% (n = 290,000);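 active = inhibition above the mean plus 3 SD of all compounds in the same screening run, cut at about 4.5% in these data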;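 also: 0% = IMP-1 with DMSO and 100% = DMSO wells lacking enzyme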
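system = purified recombinant IMP-1 beta-lactamase | amount = 0.2 nM IMP-1, as dispensed | medium = HEPES buffer pH 7.1 with ZnSO4 and Brij 35 | times = 25 °C, 15 min preincubation, 25 min reaction | detection = plate fluorescence quenching by hydrolysis product, ex 480/em 530 nm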
Starred values were filed as active, the others as inactive; nt = no result given.

Below each compound: IDE act, IDE inh, CRFBP-R2 block, VIM-2 inhibitor, pCIP destab, NS3 helicase inh, GalR3 antagonist, SUMO HTRF inh, IMP-1 inh
COCCNC(=O)c1ccc(C)c(S(=O)(=O)Nc2ccc(C)cc2)c1
→ -2, 11, 8, -0.1, 0, 8, -6, -3, -3.0
Nc1nc(OCC2CCCCC2)c2[nH]cnc2n1
→ -1, 7, -9, -1.2, 7, -6, -3, -2, -6.9
O=C(Oc1ccc([N+](=O)[O-])cc1)c1ccc2ccccc2n1
→ -4, -5, -9, -0.6, -6, -1, -4, 8, -2.5
Cc1cc2ncn(S(=O)(=O)N3CCCCC3)c2cc1C
→ 4, 4, -38, -1.1, -9, -6, -1, 9, -2.1
Nc1ccccc1C#Cc1ccc([N+](=O)[O-])cc1
→ 2, 2, -12, nt, nt, nt, -4, nt, nt
O=C(N/N=C/c1ccoc1)c1ccc(Br)cc1
→ 2, -9, -11, -2.4, 1, 7, -5, 23, -1.3
O=C(NC1CCCc2ccccc21)C1CCN(S(=O)(=O)c2cccc3nsnc23)CC1 (stereo not drawn)
→ 1, -4, -8, -2.4, -3, -2, 0, 14, 0.5
COc1cccc(C2=CC(=O)CC(C)(C)C2)n1
→ -1, -1, -6, nt, nt, nt, -1, nt, nt
Cc1ccc(-c2nc(-c3ccncc3)no2)c(C)c1
→ 0, 2, -4, -2.0, 5, -7, -9, -14, -2.4
COc1ccc(-c2[nH]ncc2CN2CCN(c3ccc(F)cc3)CC2)cc1
→ 4, 5, -52, -0.1, -2, 0, -2, -4, -1.8
Cn1cnc2cc(NC(=O)COc3ccccc3)ccc21
→ 1, 6, 0, -1.5, 9, 7, -8, 4, -0.5
COc1ccc(NC(=O)C2CCCN(C(=O)Nc3ccc(F)cc3)C2)cc1 (stereo not drawn)
→ -3, 1, 6, -3.3, 2, 5, -11, 1, -1.8
COc1cccc(-c2sc3ccc(OC)cc3c2C#CCCO)c1
→ 0, -1, -1, nt, nt, nt, -4, nt, nt
Cc1cc2c(NCc3ccccc3)ncnc2s1
→ 4, 7, 11, -3.0, -13, 0, -4, -9, -5.5
CC1CN(S(=O)(=O)c2cccc(C(=O)N(C)C3CCN(C)CC3)c2)CC(C)O1 (stereo not drawn)
→ 1, 3, 0, nt, nt, nt, -7, nt, nt
COc1cccc(C(=O)N2c3cc(C)ccc3OCC2C(C)(C)C)c1 (stereo not drawn)
→ 5, 2, -21, 1.2, -7, 12, -7, -5, 0.4
Cc1ccc(S(=O)(=O)N2CCN(C(=O)C(C)Cn3cncn3)CC2)cc1C (stereo not drawn)
→ -1, 1, 15, -2.0, 3, 1, -8, 10, -2.5
COc1cccc(OCC(=O)O)c1
→ -2, 1, -4, -3.8, 5, -7, 9, -6, -3.5
CC(=O)N1N=C(c2cccc(Cl)c2)OC1c1ccc(C(C)C)cc1 (stereo not drawn)
→ 6, -3, 2, -6.2, -9, 2, -5, 3, -1.8
Oc1c(Cl)cc(Cl)cc1/C=N/c1nccs1
→ -5, 0, 5, -5.1, -6, 0, 0, 8, -3.0

The listing continues:
Below each compound: IDE act, IDE inh, CRFBP-R2 block, VIM-2 inhibitor, pCIP destab, NS3 helicase inh, GalR3 antagonist, SUMO HTRF inh, IMP-1 inh
CC(=O)c1ccc(N2Cc3ccccc3C2=NC(=O)c2cccs2)cc1
→ 3, 9, 14, 0.2, 4, 6, -1, 16, -2.3
COc1ccccc1NC1=NC(c2ccc(Cl)cc2)N=C(N)N1 (stereo not drawn)
→ 8, 8, 10, -0.9, 2, -32, -2, 0, -0.2
Cc1ccc(NC(=O)c2ccc(NS(=O)(=O)c3ccc4[nH]c(=O)[nH]c4c3)cc2)nc1
→ 3, 4, 6, nt, nt, nt, -4, nt, nt
CCN(C(=O)CSc1n[nH]c(N)n1)C1CCCCC1
→ -1, 0, -8, nt, nt, nt, -2, nt, nt
CC(C)(C)C(=O)CSc1ncccn1
→ 5, 0, 0, 0.4, -5, 4, 0, 2, -1.0
COC(=O)C(CC(C)C)Oc1ccc2c(C)cc(=O)oc2c1 (stereo not drawn)
→ 8, 0, 5, -4.6, -6, 1, 12, 5, -2.3
Cc1cc(N2CCN(C)CC2)nc2ccc(NC(=S)NCc3cccs3)cc12
→ -14, 6, -3, -1.5, 0, -38, -9, 18, -2.1
CC(C)(C)c1cc(/C=N/NC(=O)Cc2nc3ccccc3[nH]2)cc(C(C)(C)C)c1O
→ 0, 2, -12, -4.5, 1, -7, 0, -23, -5.2
CC(OC(=O)CC1CC2CCC1C2)C(=O)Nc1ccc(N2CCOCC2)cc1 (stereo not drawn)
→ 4, 8, -46, -1.3, -6, 9, -6, 7, -1.7
COC(=O)c1ccccc1C(=O)c1ccc2c(c1)NC(=O)CO2
→ 4, -1, -3, 2.2, -4, -9, 2, 4, 0.9
Cc1cc(C(=O)NNC(=O)CN2C(=O)NC3(CCCCC3)C2=O)c(C)o1
→ 6, -2, 8, nt, nt, nt, -5, nt, nt
CSc1ccccc1OCc1cc(C(=O)N2CCc3sccc3C2)no1
→ 1, 4, 15, -5.3, -2, -8, 0, -6, -2.9
Cc1ccc(S(=O)(=O)N(Cc2cc3ccc(C)cc3[nH]c2=O)c2ccccc2)cc1
→ 0, 10, 0, -0.9, -10, 0, -4, -5, -0.7
CCC(C)(C)NC(=O)C(c1ccccc1Cl)N(Cc1cccnc1)C(=O)CCC(=O)Nc1cc(C)on1 (stereo not drawn)
→ -1, 0, 0, -4.3, -9, 2, -4, -7, -4.1
CCC1=NN(C(=O)C(=O)Nc2ccc(OC)cc2)C(O)(C(F)(F)F)C1 (stereo not drawn)
→ 2, -5, 2, -2.7, -12, 1, -7, -19, -3.1
CC(C)CC(=O)Nc1ccc(C(=O)CN2CCN(c3ccc(O)cc3)CC2)cc1
→ 5, -2, -5, -3.3, -9, -4, -9, 28, -1.5
CC1CN(/C(=N\S(=O)(=O)c2ccccc2)c2ccccc2)CC(C)O1 (stereo not drawn)
→ 8, 6, 18, -2.6, 0, -25, -3, 4, -3.4
COc1ccc(C2CC(=O)C=C(NC3CCCC3)C2)cc1 (stereo not drawn)
→ 4, -1, 21, -4.0, -1, 5, -4, -4, -4.4
Cc1n[nH]c(=O)c2c(NC(=O)CSc3nn(-c4ccccc4)c(=S)s3)oc(C)c12
→ -2, -4, -1, nt, nt, nt, -4, nt, nt
CC(=O)CCc1ccc(OCC(O)CNCCOc2ccc(C)cc2)cc1 (stereo not drawn)
→ 4, 1, -2, -1.9, -21, -15, -10, 10, -2.9

(cont.)
Below each compound: IDE act, IDE inh, CRFBP-R2 block, VIM-2 inhibitor, pCIP destab, NS3 helicase inh, GalR3 antagonist, SUMO HTRF inh, IMP-1 inh
CCOC(=O)C1=C(CC)Nc2ccccc2N=C1NC(=O)c1ccc(S(=O)(=O)N2CCOCC2)cc1
→ 1, 3, -2, 2.2, 4, -15, 1, 16, 0.0
COc1ccccc1CNC(=O)C1CCCC1
→ -1, -3, 10, -0.2, -1, 5, -7, 8, -3.0
CCOC(=O)N1CCC(NC(=O)c2ccc3c(=O)n4c(nc3c2)CCCC4)CC1
→ 2, -6, 8, 1.1, 0, 6, -5, 14, -1.8
NC(=O)C1CCN(C(=O)c2cc(Cl)c3c(c2)OCCO3)CC1
→ 1, 8, 18, nt, nt, nt, -7, nt, nt
Cc1cc(C)nc(/N=C(\N)Nc2ccc(SC(F)F)cc2)n1
→ 0, 2, -21, -1.4, -16, 9, -3, 17, -3.5
OCCN(CCO)CC(O)CN1c2ccccc2Sc2ccccc21 (stereo not drawn)
→ 5, 4, -23, -3.5, -19, -20, nt, -6, -3.6
CS(=O)(=O)c1cnc2c(S(=O)(=O)c3ccccc3)cnn2c1N
→ -3, -3, -8, -1.2, -5, -12, -7, 18, -1.9
COc1ccc(NC(=O)c2sc3nc(N4CCCC4)c4c(c3c2N)CC(C)(C)OC4)c(OC)c1
→ 5, -2, -1, -5.5, -8, -8, 9, 9, -0.5
COc1ccc(C(=O)Nc2nnc(C)s2)cc1S(=O)(=O)N1CCOCC1
→ 0, 2, -10, nt, nt, nt, -2, nt, nt
O=C(O)CCN1C(=O)/C(=C/c2cn(-c3ccccc3)nc2-c2cccs2)SC1=S
→ 1, nt, 5, -0.5, -14, 25, -2, 11, -3.7
O=c1c(CN2CCN(c3ccccn3)CC2)coc2ccccc12
→ 5, 0, 13, -0.2, 6, 2, -6, 1, -1.6
COc1cc(/C=C/C(=O)O)cc(S(=O)(=O)Nc2ccccc2C(=O)NCc2ccco2)c1OC
→ 4, 1, -3, nt, nt, nt, -1, nt, nt
O=C(COC(=O)/C=C/c1ccc(Cl)cc1)NC1CC1
→ -1, 4, 6, nt, nt, nt, -7, nt, nt
CCN1C(=S)SC(=O)C1=C1C=C(C)N(CCO)C(C)=C1
→ -10, 13, -16, -3.5, -20, -4, -9, 9, -2.4
CCOC(=O)c1c(-c2cccs2)csc1NC(C)=O
→ 5, -5, 13, -0.5, -1, 7, 1, 8, -2.6
CCOC(=O)c1csc(NC(=O)Nc2cccc(OC)c2)n1
→ nt, nt, nt, -1.6, -12, 2, -1, 17, 15*
CCC(=O)Nc1c2c(nn1-c1ccccc1C)CSC2
→ -2, -1, -23, -4.2, -3, -3, -8, 8, -3.9
CCn1nc(C)c(/C=N/NC(=O)CSc2ccccn2)c1C
→ nt, -4, 3, -4.5, 4, -24, -1, 1, -3.4
CC(C)(C)n1nc2c(c1NC(=O)COc1ccc3ccccc3c1)CS(=O)(=O)C2
→ 0, 2, -9, -0.9, -10, -7, -6, -15, -2.7
Cc1cc(C(=O)COC(=O)c2cccc(O)c2)c(C)n1C1CC1
→ 5, 2, -18, nt, nt, nt, -8, nt, nt
